Screens (PubChem)
GLP-1R agonist: qHTS of GLP-1 Receptor Agonists | Glucagon-like peptide 1 receptor (Homo sapiens), P43220 | HEK293 GLP-1R CRE-luciferase, luminescence, 4-6 h; cells express a hypersensitive GLP-1R form | Potency, µM (top dose mostly 45.6 µM), without a hit: top-dose activation, hits mostly activators | 0.007% of 380,000 active; note: % of control where 0% means no effect
Target sequence (P43220 whole entry, looked up): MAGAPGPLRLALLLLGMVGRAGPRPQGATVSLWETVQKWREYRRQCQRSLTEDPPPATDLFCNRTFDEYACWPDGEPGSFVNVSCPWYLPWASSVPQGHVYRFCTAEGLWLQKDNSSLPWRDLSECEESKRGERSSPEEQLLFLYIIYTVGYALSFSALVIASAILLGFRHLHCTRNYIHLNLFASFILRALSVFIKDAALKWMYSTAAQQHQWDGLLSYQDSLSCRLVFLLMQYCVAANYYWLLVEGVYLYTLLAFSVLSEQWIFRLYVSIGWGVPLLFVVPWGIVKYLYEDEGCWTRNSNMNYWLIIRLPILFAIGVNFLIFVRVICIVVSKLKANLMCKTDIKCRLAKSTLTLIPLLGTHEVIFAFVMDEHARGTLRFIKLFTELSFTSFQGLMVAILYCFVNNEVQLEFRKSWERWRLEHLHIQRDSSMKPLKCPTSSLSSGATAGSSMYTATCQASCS
GLP1R cytotox: qHTS of GLP-1 Receptor Inverse Agonists: Cytotox Screen; 0.13% of 410,000 active; Potency, µM (top dose mostly 38.3 µM), without a hit: at the highest dose activity change, negative = inhibition, actives largely listed as inhibitors; HEK293 cAMP-luciferase reporter cells, luminescence, 24 h; AID 624418, 2012;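 note: loss of luciferase light is scored as toxicity; % is set by controls: 0 for no effect and ±100 for the full control effect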
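MLSMR compounds, 24 hr on cells at 37 deg C/5% CO2; luminescence after luciferase reagent (12 min RT). Inhibition counted as the undesired cytotoxic outcome.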
KB-V1 MDR tox: qHTS assay for MDR1-selective chemotherapeutics: Primary screen using the drug-selected MDR subline cells KB-V1; AID 1347076, 2019; 3.4% of 400,000 active; Potency, µM (doses to about 46.1 µM), inactives show at the highest dose activity change, negative = cytotoxicity, actives largely listed as cytotoxic; KB-V1 MDR cells viability, CellTiter-Glo, 72 h; note: % is set by controls: 0 for no effect and ±100 for the full control effect; nearly all actives have a fitted effect of over 60% in size
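Luminescent ATP read-out (CellTiter-Glo, 10 min) measures survival of drug-selected KB-V1 MDR cells after 72 h, 37 degrees C compound exposure. Medium: phenol-red-free DMEM, 10% FBS. Values from fitted concentration-response curves.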
HT1080NT lethal: qHTS for induction of synthetic lethality in tumor cells producing 2HG: qHTS for the HT-1080-NT fibrosarcoma cell line; HT-1080-NT fibrosarcoma viability, CellTiter-Glo ATP luminescence, 48 h; Potency, µM (doses to about 46.1 µM), for inactives: at the highest dose activity, negative = less viability, most hits filed as cytotoxic; 1.6% of 360,000 active; AID 686970, 2013;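 note: NT is the 2HG producing partner of a matched IDH1 knockdown line; 0% = DMSO-treated cells and -100% = media-only wells without cells; nearly all actives have a fitted effect of over 55% in size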
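Luminescent CellTiter-Glo readout after 48 hours of compound exposure at 37 degrees C defined viability of HT-1080-NT cells. Activity was normalized to DMSO wells and cell-free media wells; concentration-response curves were fitted and assigned curve classes.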
SW480 rereplic: A quantitative high throughput screen for small molecules that induce DNA re-replication in SW480 colon adenocarcinoma cells. AID 624297, 2012. SW480 DNA re-replication, Hoechst DNA content imaging, 48 h. 1.8% of 340,000 active. Potency, µM (top dose mostly 46.1 µM), inactives show at the top dose re-replication activation, actives largely listed as activators; note: % of control where 0% means no effect; nearly all actives have a fitted effect of over 55% in size
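Cells (250 per well) received 23 nL compound or DMSO by pin tool and were kept 48 hr at 37 C, 5% CO2. Nuclei were then stained with Hoechst for 40 min and scanned for DNA content.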
KB-3-1 cytotox: qHTS assay for MDR1-selective chemotherapeutics: Primary screen using the parental adenocarcinoma cell KB-3-1. KB-3-1 viability, CellTiter-Glo ATP luminescence, 72 h. Potency, µM (top dose mostly 46.1 µM), for inactives: at the highest dose activity change, negative = cytotoxic, actives largely listed as cytotoxic. 1.4% of 400,000 active; note: % is set by controls: 0 for no effect and ±100 for the full control effect; nearly all actives have a fitted effect of over 60% in size
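KB-3-1 parental drug-naive adenocarcinoma cells in DMEM/10% FBS, incubated 72 h at 37 C with pin-transferred compounds across a concentration series. Viability by CellTiter-Glo luminescence; concentration-response curves fitted after normalization.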
GLP1R inv ag: qHTS of GLP-1 Receptor Inverse Agonists (Inhibition Mode) | Potency, µM (doses to about 38.3 µM), for the others: top-dose activity change, negative = inhibition, most hits filed as inhibitors | AID 624417, 2012 | 1.6% of 410,000 active | HEK293 GLP-1R CRE-luciferase, luminescence, 24 h; GLP-1R form is constitutively active | Glucagon-like peptide 1 receptor (Homo sapiens), P43220; note: % is set by controls: 0 for no effect and ±100 for the full control effect; nearly all actives have a fitted effect of over 55% in size
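Seeding at 200 cells/uL, 12 h culture, 24 hr compound treatment, then luciferase reagent and a luminescence read; cells are HEK293 stably expressing a constitutively active GLP-1R plus cAMP-responsive luciferase.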
HT1080 IDH1KD tx: qHTS for induction of synthetic lethality in tumor cells producing 2HG: qHTS for the HT-1080-IDH1KD cell line; HT-1080 IDH1 knockdown viability, ATP luminescence, 48 h; Potency, µM (titrated, usually from 46.1 µM), inactives show at the top dose activity, negative = toxicity, most hits filed as cytotoxic; 2% of 360,000 active;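 note: 0% = DMSO wells and -100% = cell-free medium wells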
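Assay cells: HT-1080 with IDH1 knockdown, 750 per well, RPMI/5% FBS. Exposure: 48 h at 37 °C following 2 h pre-incubation. Read: CellTiter-Glo luminescence; fitted concentration-response, curve class assigned.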
TDP-43 yeast inh: qHTS of TDP-43 Inhibitors. TDP-43 expressing yeast growth rescue, BacTiter-Glo, 24 h. Potency, µM (series often up to 46.1 µM), for the others: top-dose growth rescue (activation), most hits filed as activators. 1.8% of 410,000 active. AID 652104, 2013; note: % of control where 0% means no effect; nearly all actives have a fitted effect of over 50% in size
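Yeast expressing TDP-43 (pregrown in raffinose, seeded at OD600=0.02 in galactose medium) exposed to compounds 24 hr at 30 deg C. Growth read by BacTiter-Glo luminescence; rescue of toxicity appears as increased signal.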
Active calls of the source: *; ? = inconclusive; . = no result given; & = joins results of further samples; [ ] = dose if it differs, or a comment. Calls come from the whole dose curve; as a rule, active = well fitted curve in the direction sought with a large enough effect; inconclusive = small, poorly fitted or top-dose-only effect, or another doubt; inactive = no such curve, though single readings can be large; an effect the other way counts as inactive or inconclusive. Potency is the fitted concentration of half-maximal effect.

Below each compound: GLP-1R agonist	GLP1R cytotox	KB-V1 MDR tox	HT1080NT lethal	SW480 rereplic	KB-3-1 cytotox	GLP1R inv ag	HT1080 IDH1KD tx	TDP-43 yeast inh
1	COc1ccc(NC(=O)Nc2nnc(C)s2)cc1
  .	-2%	0%	.	.	-5%	39%[activator]	.	-3%
2	COc1cccc(/C=N/NC(=O)c2ccncc2)c1OC(=O)c1ccc(Br)cc1
  -1%	-35%	-35%	?	26%	-23%	?	?	?
3	O=[N+]([O-])c1ccc2nc[nH]c2c1
  2%	6%	2%&0%	0%	6%	?	1%	1%	-13%
4	CCN(CCn1cccn1)Cc1nc(-c2ccc(OC)cc2)no1
  -1%	1%	?	2%	-2%	7%	?	-1%	19%
5	Cc1cccc2c1cnn2C(=O)Nc1ccc(Br)cc1F
  -4%	6%	0%	3%	2%	-3%	33%[activator]	8%	6%
6	CC(NC(=O)c1ccccc1NC(=O)CN1CCN(c2ccccc2O)CC1)c1ccccc1 (centres undefined)
  0%	-27%	?	4%	-1%	3%	1%	2%	-4%
7	CCOc1ccc(OCC(=O)OCC(=O)N2CCN(S(=O)(=O)c3ccc(C)cc3C)CC2)cc1
  -1%	7%	0%	9%	-20%	0%	17%	-2%	5%
8	CC1Cc2ccccc2N1S(=O)(=O)c1cccc(C(=O)N2CC(=O)Nc3ccccc32)c1 (centres undefined)
  -6%	-11%	-2%	-10%	?	0%	9%	-10%	-5%
9	Cc1ccc(Nc2cc(C)nc3c(C)ccc([N+](=O)[O-])c23)cc1
  20%	-4%	?	-11%	?	1%	?	-8%	26%
10	COC(=O)c1ccc(NC(=O)c2c(Br)cnn2C)cc1
  6%	-2%	-5%	7%	2%	21%	17%	18%	0%
11	CCn1c(-c2ccc(C)cc2)n[nH]c1=S
  -7%	-4%	18µM*	-2%	-2%	?	1%	-1%	28%
12	Cc1ccc(CSCC(=O)NCCCN2CCOCC2)cc1
  -5%	3%	-6%	-1%	-20%	?	6%	-14%	-7%
13	COc1ccc(NC(=O)/C(C#N)=C\c2ccc(-c3cc(C(=O)O)ccc3C)o2)cc1
  -6%	?	?	0%	3%	25%	-3%	-5%	3%
14	Clc1ccc(-n2nnnc2CN2CCOCC2)cc1
  -2%	4%	-4%	2%	-31%[inhibitor]	-2%	2%	0%	-1%
15	O=C(c1cccc(NS(=O)(=O)c2ccccc2)c1)N1CCCCC1
  12%	-2%	-6%	-6%	-53%[inhibitor]	5%	-5%	3%	-5%
16	O=C(Nc1ccccc1)OCc1cc(-c2ccc(Cl)cc2)on1
  2%	-16%	-7%	-3%	?	3%	?	-4%	22%
17	CCCCc1ccc(S(=O)(=O)NCCc2ccncc2)cc1
  0%	-1%	-11%	-2%	1%	-4%	-16%	-19%	7%
18	Cc1ccc(SC(C)C(=O)Nc2cccc(N(C)S(C)(=O)=O)c2)cc1 (centres undefined)
  -6%	-17%	-27%	4%[9.24 µM]	-4%	1%	-28%	-12%	-14%
19	Cc1ccc(S(=O)(=O)CCC(=O)Nc2nnc(CC(C)C)s2)cc1
  -9%	?	0%	0%	?	?	6%	1%	0%
20	Clc1ccc(-c2cccc3nccn23)c(Cl)c1
  1%	-1%	5%	14%	.	0%	14%	-1%	?
21	CCC(=O)Nc1nc2ccc(NC(=O)COc3ccccc3)cc2s1
  -3%	-3%	0%	2%	?	0%	1%	24%	0%
22	O=S(=O)(NCc1ccc2c(c1)OCO2)c1cccc2cccnc12
  0%	-5%	17%	5%	-6%	2%	5%	2%	3%
23	O=[N+]([O-])c1cccc(C(=Nc2cccc(Cl)c2)NO)c1
  8%	4%	8%	-3%	9%	-9%	?	?	2%
24	CC(OC(=O)c1ccc(O)cc1)C(=O)Nc1cc(C(F)(F)F)ccc1Cl (centres undefined)
  21%	?	-30%	?	?	-1%	?	?	?
25	Cc1ccc(-n2c(CNc3cccc(Cl)c3)n[nH]c2=S)cc1
  3%	-4%	?	-11%	-7%	0%	?	-3%	-5%
26	COc1cccc(N(C(=O)CNC(=O)c2ccco2)C(C(=O)NC2CCCC2)c2cccnc2)c1 (centres undefined)
  -3%	15%	-4%	15%	3%	10%	5%	-1%	-27%
27	CCOC(=O)c1c(S(=O)(=O)N2CCCCC2C)c(C)n(C)c1C (centres undefined)
  3%	-10%	-8%	10%	-5%	2%	-1%	-2%	16%
28	CC(C)C[C@@H]1CC2=C(C(=O)OC(C)(C)O2)[C@H](c2ccc(Cl)cc2)O1
  -1%	7%	-3%	-1%	.	-18%	?	-7%	?
29	O=C(O)C(Cc1ccccc1)n1c(=S)[nH]c2ccccc2c1=O (centres undefined)
  -3%	-2%	5%	1%	-2%	24%	-8%	2%	-23%[9.22 µM]
30	CC1CCCCN1C(=O)Cn1c(=O)oc2cc(S(=O)(=O)N3CCCC3)ccc21 (centres undefined)
  -3%	-2%	-22%	6%	7%	-13%	10%	2%	-4%

Overlap with the part before: 3 entries, followed by the next part.
Below each compound: GLP-1R agonist	GLP1R cytotox	KB-V1 MDR tox	HT1080NT lethal	SW480 rereplic	KB-3-1 cytotox	GLP1R inv ag	HT1080 IDH1KD tx	TDP-43 yeast inh
28	CC(C)C[C@@H]1CC2=C(C(=O)OC(C)(C)O2)[C@H](c2ccc(Cl)cc2)O1
  -1%	7%	-3%	-1%	.	-18%	?	-7%	?
29	O=C(O)C(Cc1ccccc1)n1c(=S)[nH]c2ccccc2c1=O (centres undefined)
  -3%	-2%	5%	1%	-2%	24%	-8%	2%	-23%[9.22 µM]
30	CC1CCCCN1C(=O)Cn1c(=O)oc2cc(S(=O)(=O)N3CCCC3)ccc21 (centres undefined)
  -3%	-2%	-22%	6%	7%	-13%	10%	2%	-4%
31	COc1ccc(COC(=O)c2ccc(Br)c(S(=O)(=O)N3CCOCC3)c2)cc1F
  0%	9%	-1%	-7%	-1%	-2%	?	-17%	-24%
32	CC(=O)Nc1cc(C(=O)NCc2ccco2)ccc1Sc1ccc(Cl)cc1
  -3%	-16%	?	-4%	-10%	0%	?	-4%	0%
33	CC1Cc2ccccc2N1C(=O)CSc1nnc2n1C(C)(C)Cc1ccccc1-2 (centres undefined)
  1%	-23%	-6%	1%	-3%	1%	?	1%	-5%
34	CCOc1ccc(N2C(=O)C(c3ccccc3)=C(c3nc4ccccc4s3)C2NC(C)=O)cc1 (centres undefined)
  -5%	4%	4%	2%	12%	0%	0%	-8%	0%
35	CN1CCCN(Cc2ccc(Cl)cc2Cl)CC1
  -4%	13%	2%	-3%	1%	-1%	?	-3%	-27%
36	N#Cc1cccc(NC(=O)CSc2sc3c(O)cc(=O)[nH]c3c2C#N)c1
  0%	5%	0%	23%	-5%	-11%	-2%	24%	16%
37	COc1ccccc1CNC(=S)Nc1cc(C)ccc1C
  5%	?	?	-5%	-9%	-7%	?	1%	-8%
38	O=C(c1ccccc1)N1CCc2ccccc21
  0%	-4%	0%	5%	-1%	2%	?	9%	10%
39	C=CC[C@@H](CC(=O)N[C@@H](CO)Cc1ccccc1)C(=O)N[C@@H](COC(=O)[C@@H](CC=C)Cc1ccc(F)cc1)Cc1ccccc1
  3%	0%	-19%	-9%	4%[9.22 µM]	10%	-14%	1%	13%
40	Cc1ccc(Oc2ccccc2NC(=O)C2=COCCO2)cc1
  20%	5%	1%	-3%	-3%	6%	?	-8%	19%
41	Cc1nnc(SCc2ccccc2CSc2nnc(C)s2)s1
  9%	6%	?	-2%	2%	0%	14%	0%	-5%
42	CC(C)(C)c1ccc(C(=O)N2CCC(NC(=O)c3ccccc3)CC2)cc1
  -2%	0%	-7%	-15%	-7%	1%	59%[activator]	-2%	10%
43	CCN1CCN(CCNC(=O)c2ccc(CS(=O)c3ccc(Cl)cc3)o2)CC1 (centres undefined)
  0%	-10%	0%	2%	0%	8%	-5%	6%	-11%
44	COc1ccc(/C=N/NC(=O)c2ccccc2O)cc1COc1ccccn1
  1%	-34%	6%	-19%	?	4%	-21%	-17%	9%
45	Fc1ccc(-c2csc(-c3nc(-c4ccc(Br)s4)cs3)n2)cc1
  .	8%	0%	.	.	9%	2%	.	0%
46	COc1nc(-c2cnccn2)sc1C
  10%	15%	?	17%	1%	17%	13%	20%	-8%
47	O=C(CCCc1nc(-c2ccccc2)no1)NC1CCCC1
  6%	-9%	0%	-5%	-9%	-22%	-22%	-7%	-8%
48	COc1ccc(C(=O)NCC2(N3CCCCC3)CCCCC2)cc1S(=O)(=O)N(C)C
  14%	-2%	8%	3%	-16%	0%	16%	1%	-10%
49	Cc1cccc(-n2ccnc2SCC(=O)Nc2nccs2)c1
  9%	-3%	0%	14%	-6%	0%	12%	11%	22%
50	CC(C)(C)OC(=O)N(Cc1ccccc1)Cc1ccc(OCc2cccc(NC(=O)c3ccccc3)c2)cc1
  3%	-4%	-2%	3%	?	-3%	?	1%	15%
51	Cc1nnc(NC(=O)CCSCCC(=O)Nc2nnc(C)s2)s1
  -9%	2%	9%	0%	-15%	2%	18%	5%	-6%
52	CC(C)(C)c1ccc(OCC(=O)NNC(=S)NC(=O)c2ccccc2[N+](=O)[O-])c(Br)c1
  -24%	-5%	?	?	?	?	?	18µM*	18µM*
53	O=C1CSC(c2ccncc2)N1Cc1ccc(F)cc1 (centres undefined)
  6%	-11%	-2%	11%	-3%	1%	-24%	7%	11%
54	CCOc1cc(NC(=O)c2cccs2)c(OCC)cc1NC(=O)c1ccccn1
  6%	4%	-14%	?	?	5%	-17%	21%	-19%
55	CCCCCCC(=O)Nc1nnc(CC)s1
  -5%	-6%	-1%	19%	3%	21%	8%	13%	21%
